FBW7 act: activators of human E3 ligase FBW7; Q969H0; AlphaScreen FBW7–phospho-cyclin E peptide binding, activator screen; normalized activity (activation), % at 26.1 µM; hit rate 0.13% among 650,000; AID 1259310; in the data active means normalized activity above about 1.9%;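 further: purified mutant Fbw7 with reduced substrate affinity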
TEAD-YAP inh: TEAD-YAP interaction inhibition | HEK-TIYL cells, TEAD-Gal4/YAP UAS-luciferase luminescence | inhibition, % at 9.12 µM | hit rate 1.4% among 640,000 | AID 1259422; in the data active means inhibition above about 32%;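 further: 0% = median of test compound wells and 100% = reference inhibitor wells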
GPR151 activ: activates the human receptor GPR151 | Q8TDV0 | PathHunter beta-arrestin GPR151 cells, luminescence | activation, % at 11.2 µM | hit rate 1% among 650,000; in the data active means activation above about 4.9%;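 further: 0% = median of compound wells and 100% = cells with positive control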
Target sequence (Q8TDV0 whole entry, looked up): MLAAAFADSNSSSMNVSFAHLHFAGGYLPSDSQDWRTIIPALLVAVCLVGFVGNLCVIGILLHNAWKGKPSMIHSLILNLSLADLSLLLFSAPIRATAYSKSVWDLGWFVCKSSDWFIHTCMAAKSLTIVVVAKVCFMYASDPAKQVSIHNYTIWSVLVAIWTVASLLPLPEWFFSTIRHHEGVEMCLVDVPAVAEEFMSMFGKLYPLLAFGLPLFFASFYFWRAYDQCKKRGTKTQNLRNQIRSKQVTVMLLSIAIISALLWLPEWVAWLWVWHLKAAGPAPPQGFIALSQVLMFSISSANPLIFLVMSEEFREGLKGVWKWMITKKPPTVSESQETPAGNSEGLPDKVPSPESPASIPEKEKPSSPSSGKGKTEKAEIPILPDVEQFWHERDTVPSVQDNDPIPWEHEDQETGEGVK
MITF inh: human MITF inhibition, primary screen; inhibition, % at 2.6 µM; hit rate 0.91% among 650,000; AlphaScreen MITF homodimerization, bead proximity signal; O75030; in the data active means inhibition above about 50%;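 further: 0% = vehicle wells with protein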
Target sequence (O75030 whole entry, looked up): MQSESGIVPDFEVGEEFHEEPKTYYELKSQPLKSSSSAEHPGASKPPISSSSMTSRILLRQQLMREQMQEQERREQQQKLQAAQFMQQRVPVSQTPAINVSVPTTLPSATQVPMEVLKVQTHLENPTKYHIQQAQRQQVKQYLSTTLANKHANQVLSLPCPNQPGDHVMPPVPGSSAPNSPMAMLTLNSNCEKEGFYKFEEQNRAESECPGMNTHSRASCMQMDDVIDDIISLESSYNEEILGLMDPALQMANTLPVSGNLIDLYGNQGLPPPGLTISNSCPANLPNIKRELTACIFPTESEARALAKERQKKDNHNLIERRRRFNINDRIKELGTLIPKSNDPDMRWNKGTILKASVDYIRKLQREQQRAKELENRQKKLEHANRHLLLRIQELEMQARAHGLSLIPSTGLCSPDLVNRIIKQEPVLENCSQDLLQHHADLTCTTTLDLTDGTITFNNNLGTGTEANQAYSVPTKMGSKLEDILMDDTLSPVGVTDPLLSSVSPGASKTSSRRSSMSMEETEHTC
* = called active by the depositor; & = joins results of further samples.

The line under a structure holds: FBW7 act, TEAD-YAP inh, GPR151 activ, MITF inh
Cc1ccccc1Nc1c(-c2ccc([N+](=O)[O-])cc2)nc2cnccn12
 : -0.2, -1, 0.8, 1
CN1C(=O)c2cccc(NC(=O)c3ccc4ccccc4c3)c2C1=O
 : 0.0, 0, 7.6*, 3
Cc1ccc(-c2nn(CC(=O)Nc3cccc(C)c3)c(=O)c3ccccc23)cc1
 : 0.0, 3, 3.0, -14
Cc1noc(C)c1-c1cc(NCc2ccccc2)ncn1
 : 0.0, 6, 0.0, 11
S=c1[nH]nc(-c2cccc(Cl)c2)n1C1CCCCC1
 : -0.1, 14, 0.2, 2
Cc1nn(C)c(C)c1-c1ccc(C(=O)NC2CC2)s1
 : 0.1, -34, -1.2, 12
COc1cccc(C(=O)Nn2c(-c3cc(OC)c(OC)c(OC)c3)nc3ccccc3c2=O)c1
 : 0.0, 6, 1.5, 9
O=C(Nc1nc(-c2ccc3ccccc3c2)cs1)c1ccc(F)cc1
 : -0.1, 18, 0.2, 9
Cn1c(C(=O)NCCC2=CCCCC2)cc2c(=O)n(C)c3ccccc3c21
 : 0.0, -1, 1.1, 6
CCC[n+]1cccc(C(=O)c2ccccc2)c1
 : -0.1, 7, 3.0, -12
CCC(C)NC(=O)CCC(=O)N1CC(C)Oc2ccccc21 (stereo not given)
 : 0.0, -4, 1.2, 12
CC1(c2ccc(Cl)cc2)NC(=O)N(CC(=O)Nc2ccc(C(N)=O)cc2)C1=O (stereo not given)
 : -0.1, 2, 1.6, 6
O=C(/C=C/c1ccco1)NC(=S)Nc1ccc(F)cc1
 : 0.2, -7, -0.6, 23
CCN(CC)c1nc(NCCCN2CCCC2=O)nc(Nc2cnccn2)n1
 : 0.3, 2, 1.3, 24
COC(=O)CNc1nc(Oc2ccccc2)nc(Oc2ccccc2)n1
 : 0.2, -6, -0.5, 22

Single records, as listed above:
Cn1c(C(=O)NCCC2=CCCCC2)cc2c(=O)n(C)c3ccccc3c21 as listed: FBW7 act = 0.0; TEAD-YAP inh = -1; GPR151 activ = 1.1; MITF inh = 6
Cc1nn(C)c(C)c1-c1ccc(C(=O)NC2CC2)s1 as listed: FBW7 act = 0.1; TEAD-YAP inh = -34; GPR151 activ = -1.2; MITF inh = 12
Cc1ccc(-c2nn(CC(=O)Nc3cccc(C)c3)c(=O)c3ccccc23)cc1 as listed: FBW7 act = 0.0; TEAD-YAP inh = 3; GPR151 activ = 3.0; MITF inh = -14

Next part
The line under a structure holds: FBW7 act, TEAD-YAP inh, GPR151 activ, MITF inh
Cc1nc2ccccc2nc1CN1CCc2nnc(C(C)C)n2CC1
 : 0.0, 5, -0.4, 5
Cc1cccc(Cl)c1N1C(=O)c2ccc(Br)cc2C1=O
 : 0.0, 7, 1.4, -4
Cc1ccc(Oc2nc3ccccn3c(=O)c2/C=C(\C#N)C(N)=O)cc1
 : 0.2, -10, -6.5, 13
COc1ccc(-c2cnnc(N/N=C/c3ccc(OC)c(OC)c3)n2)cc1
 : 0.5, 3, -1.5, -1
O=[N+]([O-])c1ccc(C(O)C(CO)NS(=O)(=O)c2cccc3cccnc23)cc1 (stereo not given)
 : -0.1, 8, 4.4, -6
CC(=O)Nc1nc(C(=O)N2CCC3(CC2)NC(=O)c2ccccc2N3)cs1
 : 0.0, 2, 1.3, -16
CCOC(=O)C1=C(C)NC(C)=C(C(=O)OCC)C1c1ccc(-c2ccccc2Cl)o1
 : 0.5, -3, 1.4, 18
C=CCn1c2ccccc2c2nnc(SCC(=O)Nc3nc(Nc4ccc([N+](=O)[O-])cc4)cs3)nc21
 : -0.2, 9, -0.4, -7
CCCS(=O)(=O)N1CCC(C(=O)NCCc2ccccc2)CC1
 : -0.2, -4, 0.2, -1
COc1ccc(S(=O)(=O)Nc2ccccc2C(=O)Nc2ccc3c(c2)OCCO3)cc1
 : -0.1, -4, -0.9, 5
Cc1cc(C)n(-c2ccc(C(=O)O)cc2[N+](=O)[O-])n1
 : -0.2, 4, -1.6, 10
COc1cc(C=O)c(Br)cc1OCCO
 : 0.3, 12, -0.7, 9
COc1ccc(C2C(C#N)=C(N)Oc3cc(C)oc(=O)c32)cc1Br (stereo not given)
 : -0.1, 0, 0.6, -2
Cc1ccccc1C(=O)NC(=S)N1CCN(c2ccc([N+](=O)[O-])cc2)CC1
 : -0.1, -1, -1.1, -1
Cc1ccnc(SCCn2c(N3CCOCC3)nc3c2c(=O)[nH]c(=O)n3C)n1
 : 0.0, 2, -0.1, -2

Pulled by structure from above, 2 records:
The line under a structure holds: FBW7 act, TEAD-YAP inh, GPR151 activ, MITF inh
Cc1ccnc(SCCn2c(N3CCOCC3)nc3c2c(=O)[nH]c(=O)n3C)n1
 : 0.0, 2, -0.1, -2
Cc1cccc(Cl)c1N1C(=O)c2ccc(Br)cc2C1=O
 : 0.0, 7, 1.4, -4

Next section:
The line under a structure holds: FBW7 act, TEAD-YAP inh, GPR151 activ, MITF inh
COc1ccc(-n2nc3c(c2NC(=O)c2ccc(OC(C)C)cc2)CSC3)cc1
 : -0.1, -2, -1.9, -2
Cc1sc2ncnc(Nc3ccc(-c4ccccc4)cc3)c2c1C
 : -0.1, -7, -1.1, -4
Cc1ccc(/C=N/NC(=O)CNc2ccccc2C)cc1
 : 0.0, 44*, -1.2, -15
COc1ccccc1C(=O)NC(=S)Nc1ccc(NC(=O)C(C)C)cc1
 : 0.9, -33, -1.3, 8
Cc1ccc(-n2cc(-c3ccccc3)c3c(N4CCN(c5ccccc5Cl)CC4)ncnc32)cc1
 : 0.0, 3, 0.0, 2
COc1cc2c(cc1OC)C1C(C(=O)N3CCCC3)c3ccccc3C(=O)N1CC2 (stereo not given)
 : 0.1, -2, 0.6, 25
O=C(Nc1ccc(I)cc1)c1ccc(CSc2ccc(Cl)cc2)cc1
 : -0.1, 1, 1.7, 11
Cc1ccc(/C=C2/SC(=S)NC2=O)cc1[N+](=O)[O-]
 : -0.1, -5, -1.6, 5
COC(=O)c1ccc(Nc2nnc(-c3ccc(C)c(S(=O)(=O)N4CCN(C)CC4)c3)c3ccccc23)cc1
 : 0.0, -1, -0.2, 1
N#CC1=C(N)Oc2n[nH]c(-c3ccc(Cl)c(Cl)c3)c2C1c1ccccc1C(F)(F)F (stereo not given)
 : -0.4, -4, 0.5, -9
Cc1nn(Cc2ccccc2Cl)c(C)c1C(=O)NCc1cccs1
 : 0.1, -9, -0.2, 2
COCCOC(=O)c1c(C)oc2ccc(OCc3cc(C)ccc3C)cc12
 : 0.0, -1, 2.0, 0
CCn1c(SCc2cccnc2)nc2c(c1=O)SC(C)C2 (stereo not given)
 : 0.0, -2, 0.8, 0
O=C(NCCc1ccccc1)c1ccc(NC(=O)C2(c3ccccc3)CCOCC2)cc1
 : 0.1, 0, -0.1, -11
O=C(Nc1n[nH]c(-c2nc(NC(=O)C(F)(F)F)n[nH]2)n1)C(F)(F)F
 : -0.1, -6, 0.1, 9

The line under a structure holds: FBW7 act, TEAD-YAP inh, GPR151 activ, MITF inh
COc1cc(/C=C(/C#N)c2nn(-c3ccccc3)c(N)c2C#N)cc(OC)c1OC
 : 0.6, 16, 0.0, 13
CC(=O)Nc1c(-c2ccccc2)nc2ccc(Cl)cn12
 : 0.2, -2, 0.5, 3
O=C(Nc1ccccc1C(F)(F)F)N1CCCN(c2ncccc2[N+](=O)[O-])CC1
 : 0.1, 12, 1.1, -7
CN1CCC(N(C)C(=O)c2cc(-c3ccco3)nc3ccccc23)CC1
 : 0.0, -6, 0.7, 12
Cc1c(/C=C2\SC(c3ccccc3)=NC2=O)c(=O)n(-c2ccccc2)n1C
 : 0.1, 0, -1.0, 6
COc1ccc(S(=O)(=O)N2CCCc3cc(NC(=O)CCc4ccccc4)ccc32)cc1
 : -0.1, 19, 1.0, 5
COc1cccc(-c2cnnc(N(C)CCC3CCOCC3)n2)c1
 : 0.0, -25, -0.2, 8
Cc1ccc(NC(=S)NN2CCN(C)CC2)cc1
 : -0.1&-0.2, 2&2, -1.2&-0.5, -20&-10
O=C(NCc1ccccc1Cl)C(=O)NC1CCCCC1
 : 0.1, 2, 0.5, 11
O=C(O)c1ccc(NC2=C(N3CCCC3)C(=O)c3ccccc3C2=O)cc1
 : -0.2, -15, 0.8, -4
CCC(=O)n1nc(-c2cccnc2)nc1NCc1ccccc1
 : 0.0, -4, 1.2, 3
COc1ccc(N/C(=C/C(=O)c2ccc(C)cc2)C(=O)O)cc1
 : 0.0, -7, 2.7, 7
CNC(=O)c1c(NC(=O)Cc2coc3cc(C)ccc23)sc2c1CCCC2
 : -0.1, 4, -0.2, -6
O=C(Oc1ccc(C(=S)N2CCOCC2)cc1)c1ccc(Br)cc1
 : 0.1, 3, 0.2, 2
CC(C)(C)c1nnc(NC(=O)c2ccc([N+](=O)[O-])cc2Cl)s1
 : 0.0, 0, 0.4, 8

The line under a structure holds: FBW7 act, TEAD-YAP inh, GPR151 activ, MITF inh
Cn1cc(C(=O)N2CCCC2)c2ccccc2c1=O
 : -0.1, 5, -1.3, 6
O=C(Cc1ccc(F)cc1)N1CC[C@@H]2[C@H](CCCN2C(=O)C2CCCO2)C1 (stereo not given in full)
 : -0.1, -5, 1.5, 15
Cc1cc(C)c(C(=O)CC(SCC(=O)OC(C)C)C(F)(F)F)c(=O)[nH]1 (stereo not given)
 : -0.1, 17, 0.4, 10
O=C1CC(NCCc2ccc(Cl)cc2)C(=O)N1c1ccc(Cl)cc1 (stereo not given)
 : 0.7, -11, -1.1, 9
CC(C)(C)c1ccc(CSc2nc3ccsc3c(=O)n2-c2ccc(Br)cc2)cc1
 : 0.4, -2, -0.2, 2
Cc1ccccc1CN1CCc2c(nc(N3CC(C)OC(C)C3)[nH]c2=O)C1 (stereo not given)
 : 0.0, 16, 0.1, 9
CC(C)NC(=O)C1CCN(Cc2cccc(Cl)c2)CC1
 : -0.2, 8, 0.2, 49
CCOC(=O)CSc1nnc(-c2nnc(SCC(=O)OCC)n2CC)n1CC
 : 0.1, 1, 0.9, -1
c1ccc(OCc2nc(CCn3cnc4ccccc43)no2)cc1
 : -0.1, 0, 1.7, -3
Cc1cc(-n2nc3ccc(Cl)cc3n2)c(O)c(C(C)(C)C)c1
 : 0.0, 6, -0.2, -2
O=C1NC(=O)N(Cc2ccccc2)C(=O)/C1=C/c1ccc([N+](=O)[O-])o1
 : -0.3, 2, 0.8, 29
Cc1cc(C)n2c(Br)c(CSc3nc4ccccc4s3)nc2n1
 : 0.1, -41, -1.0, -5
COc1ccc(-c2nc(C(N)=O)cs2)cc1
 : 0.2, -6, -1.1, 18
CCCCOc1ccc(C(=O)Nc2ccc3c(c2)C(=O)NC3=O)cc1
 : 0.0, -5, 2.1, 9
CC(=O)Nc1ccc2c(c1)C1C=CCC1C(c1ccccc1F)N2 (stereo not given)
 : -0.1, 13, 0.7, 5

The line under a structure holds: FBW7 act, TEAD-YAP inh, GPR151 activ, MITF inh
COc1cccc(OC)c1OCCn1c(-c2ccc(Cl)cc2)nc2ccccc2c1=O
 : 0.8, 4, -1.1, -9
COc1ccc(/C=C2/C(=O)NC(=O)N(Cc3ccc(F)cc3)C2=O)cc1O
 : -0.2, 6, 0.2, 10
CCOC(=O)c1c(NC(=O)CSc2nnc(CNC(=O)c3cccc(C)c3)n2CCc2ccccc2)sc2c1CCC2
 : 0.1, -10, 0.8, -9
COc1cccc(NC(=O)CN2C(=O)C(c3ccc(F)cc3)=NC23CCCCC3)c1
 : 0.1, 2, 0.9, -3
CCOc1ccc(N2CC(O)(c3ccc([N+](=O)[O-])cc3)[N+]3=C2CCCCC3)cc1 (stereo not given)
 : 0.0, 1, 2.5, -8
O=c1cc(C(F)(F)F)nc(Nc2nc(-c3cccc([N+](=O)[O-])c3)cs2)[nH]1
 : 0.0, -11, 0.2, -8
CNP(=O)(OC12CC3CC(CC(C3)C1)C2)OC12CC3CC(CC(C3)C1)C2
 : -0.3, 1, -0.5, -6
Cc1cc(C)c2c(n1)nn1c(C)c(CCC(=O)NC(C)C)c(C)nc21
 : -0.1, 10, 0.2, 14
Nc1ccc(NC(=O)c2ccccc2)c(N)c1
 : -0.3, -13, 3.1, 7
CCOC(=O)c1sc(NC(=O)Cc2ccc(OCC)c(OCC)c2)c(C(=O)OCC)c1C
 : -0.2, -4, 1.4, 7
COC(=O)c1ccc(NC(=O)CSc2nnc3ccccn23)cc1
 : 0.2, 23, -1.0, 4
COc1ccccc1Oc1nc2c(C)cccn2c(=O)c1/C=C(\C#N)C(=O)NC1CCCC1
 : 0.0, 4, 1.8, 10
CC(=O)c1cccc(NC(=O)COC(=O)Cc2ccc(-c3ccccc3)cc2)c1
 : -0.1, -5, -1.8, 8
COc1ccc(NC(=O)CSc2ccccc2C(N)=O)cc1OC
 : 0.1, 14, -0.9, 10
COc1cc2nc(Nc3nccc4ccccc34)nc(NCc3cccc(C(F)(F)F)c3)c2cc1OC
 : 0.1, -4, 2.7, 3
O=C(O)C1CCC1C(=O)N1CCC(c2nc(-c3ccc(F)cc3)c3ccccn23)CC1 (stereo not given)
 : -0.6, -7, -0.3, -16
COc1ccc(CCNc2nc(-c3ccc(O)cc3)cs2)cc1OC
 : 0.0, -6, 1.4, 17

Screens deposited in PubChem by The Scripps Research Institute Molecular Screening Center.

Compounds as they come; overall some 3.5% were active at least once.
